TDP1 cell noCPT – qHTS for Inhibitors of human tyrosyl-DNA phosphodiesterase 1 (TDP1): qHTS in cells in absence of CPT; DT40 Tdp1-/- hTDP1 cells, no CPT, ATP luminescence, 48 h; Potency, µM (series often up to 46.2 µM), without a hit: at the top dose activity change, negative = growth inhibition, most hits filed as inhibitors; AID 686978, 2013; 420,000 tested, 15% active; also: nearly all actives have a fitted effect of over 55% in size
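Compound effects on proliferation are scored in DT40 Tdp1-/-;hTDP1 cells in the absence of CPT. ATP levels (CellTiter-Glo luminescence) are recorded after a ≥48 hr, 37 °C incubation.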
TDP1 inh – qHTS Assay for Inhibitors of Tyrosyl-DNA Phosphodiesterase (TDP1); recombinant TDP1, AlphaScreen DNA substrate cleavage; Tyrosyl-DNA phosphodiesterase 1 (Homo sapiens), Q9NUW8; AID 485290, 2010; 350,000 tested, 0.28% active; Potency, µM (doses to about 130 µM), for inactives: at the top dose activity change, negative = inhibition, hits mostly inhibitors; also: nearly all actives have a fitted effect of over 40% in size
Target sequence (Q9NUW8 whole entry, looked up): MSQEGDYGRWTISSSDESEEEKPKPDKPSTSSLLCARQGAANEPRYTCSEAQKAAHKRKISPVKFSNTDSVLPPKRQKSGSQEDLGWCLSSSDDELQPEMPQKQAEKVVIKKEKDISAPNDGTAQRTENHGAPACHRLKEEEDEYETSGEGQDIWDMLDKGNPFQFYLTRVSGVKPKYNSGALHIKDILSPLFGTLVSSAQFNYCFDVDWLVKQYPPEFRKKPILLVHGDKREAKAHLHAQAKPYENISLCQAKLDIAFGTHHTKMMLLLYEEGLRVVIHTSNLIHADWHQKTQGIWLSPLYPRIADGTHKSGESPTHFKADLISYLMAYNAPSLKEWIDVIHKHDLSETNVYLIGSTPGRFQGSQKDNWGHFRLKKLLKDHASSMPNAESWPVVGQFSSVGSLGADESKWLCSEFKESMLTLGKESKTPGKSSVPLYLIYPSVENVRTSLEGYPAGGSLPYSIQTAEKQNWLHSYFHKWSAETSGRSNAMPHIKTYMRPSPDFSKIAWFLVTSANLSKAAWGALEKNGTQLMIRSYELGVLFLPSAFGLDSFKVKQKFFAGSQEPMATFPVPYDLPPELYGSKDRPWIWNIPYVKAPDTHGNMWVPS
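AlphaScreen read-out: signal falls as enzyme removes the 3' tyrosine-FITC from a 5'-biotinylated DNA oligo (15 nM, 5 min, RT). Enzyme was E. coli-made recombinant Tdp1 at 1 nM, exposed to compound for 15 min beforehand; beads 10 ug/ml, 10 min.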
TDP1 cell CPT – qHTS for Inhibitors of human tyrosyl-DNA phosphodiesterase 1 (TDP1): qHTS in cells in presence of CPT; chicken DT40 Tdp1-/-;hTDP1 cells + 20 nM CPT, ATP luminescence, 48 h; 420,000 tested, 12% active; Potency, µM (titrated, usually from 46.2 µM), inactives show at the highest dose activity change, negative = growth inhibition, hits mostly inhibitors; also: nearly all actives have a fitted effect of over 55% in size
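Chicken DT40 Tdp1-/- cells stably complemented with human TDP1 were seeded at 400 cells/well in medium containing 20 nM camptothecin, exposed to pin-transferred compounds, and grown at 37 °C for at least 48 hr. Viability was read as ATP luminescence.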
* hit, by the source's call. Calls follow the shape of the dose curve; as a rule, active = well fitted curve in the direction sought with a large enough effect; inconclusive = small, poorly fitted or top-dose-only effect, or another doubt; inactive = no such curve, though single readings can be large; an effect the other way counts as inactive or inconclusive. % is scaled to controls: 0 for no effect and ±100 for the full control effect; potency is read from the fitted curve at half-maximal effect.

`CCOc1ccccc1CNC(=O)CCn1c(=O)c2cccn2c2ccc(F)cc21` gave TDP1 cell noCPT 16.4µM*, TDP1 inh 1.3% and TDP1 cell CPT inconclusive.
`CCOc1ccc(-c2cccc(NC(=O)c3cccs3)c2)nn1` gave TDP1 cell noCPT inconclusive and TDP1 cell CPT inconclusive.
`COc1ccc(S(N)(=O)=O)cc1C(=O)OCC(=O)N1CC(=O)Nc2ccccc21` gave TDP1 cell noCPT 0.0%, TDP1 inh -4.4% and TDP1 cell CPT 1.1%.
Screening Cc1ccc(C(=O)Nc2ccc3c(c2)CCC3)o1 returned TDP1 cell noCPT -23.8%, TDP1 inh 2.3% and TDP1 cell CPT -15.5%.
O=C(NCCN1CCOCC1)c1cc(-c2ccc(F)cc2)nc2ccccc12 was read as TDP1 cell noCPT inconclusive and TDP1 cell CPT 6.7%.
Screening CC(C)(C)n1nc2c(c1NC(=O)Cc1ccc([N+](=O)[O-])cc1)CS(=O)(=O)C2 returned TDP1 cell noCPT -0.1%, TDP1 inh 2.3% and TDP1 cell CPT -1.3%.
`COc1cccc(-c2cc(C(=O)N3CCN(C(c4ccccc4)c4ccccc4)CC3)no2)c1` gave TDP1 cell noCPT 25.9µM*, TDP1 inh 1.9% and TDP1 cell CPT 20.6µM*.
For Cn1c(=O)cc(OCCCC(=O)NCCC2=CCCCC2)c2ccccc21 the results were TDP1 cell noCPT inconclusive, TDP1 inh 0.0% and TDP1 cell CPT 1.7%.
Screening Cc1ccccc1COc1cccc(/C=N/NC(=O)c2nnn(-c3nonc3N)c2C)c1 returned TDP1 cell noCPT 3.0%, TDP1 inh 0.2% and TDP1 cell CPT inconclusive.
For CNC(=O)/C(=C\c1ccco1)NC(=O)c1ccco1 the results were TDP1 cell noCPT -0.5% and TDP1 cell CPT -3.6%.
`COc1ccc(-c2csc(NC(=O)c3ccccc3NS(=O)(=O)c3ccc(C)cc3)n2)cc1` gave TDP1 cell noCPT 14.6µM*, TDP1 inh 2.3% and TDP1 cell CPT inconclusive.
For CCNc1nnc(SCC(=O)NC2CCCCCC2)s1 the results were TDP1 cell noCPT -7.4%, TDP1 inh 6.9% and TDP1 cell CPT -23.7%.
For CC1=C(C(=O)Nc2ccccn2)C(c2ccc3c(c2)OCO3)C2=C(CC(C)(C)CC2=O)N1 (stereo not given) the results were TDP1 cell noCPT 0.3%, TDP1 inh 0.0% and TDP1 cell CPT 5.1%.
`COc1ccc(C(=O)C(Cc2cc(C(C)=O)ccc2OC)N2CCCC2)cc1` (stereo not given) gave TDP1 cell noCPT 9.8%, TDP1 inh -1.8% and TDP1 cell CPT inconclusive.
`CCOC(=O)c1ccc(NC(=O)Nc2ccon2)cc1` gave TDP1 cell noCPT 0.0184µM*, TDP1 inh 1.2% and TDP1 cell CPT 0.0073µM*.
`O=C(CN1CCCCCCC1)N/N=C/c1ccccc1F` gave TDP1 cell noCPT -6.9%, TDP1 inh 0.6% and TDP1 cell CPT 13.6%.
Screening COc1ccccc1C(c1nnnn1CCc1ccccc1)N1CCCCCC1 (stereo not given) returned TDP1 cell noCPT 23.1µM*, TDP1 inh -2.3% and TDP1 cell CPT inconclusive.
`O=C(O)C1CC=CCC1C(=O)NCc1ccc2c(c1)OCO2` (stereo not given) gave TDP1 cell noCPT -19.0%, TDP1 inh 2.6% and TDP1 cell CPT -6.1%.
Screening COc1cccc(CNCCSc2nnnn2C)c1OCc1ccc(Cl)cc1 returned TDP1 cell noCPT inconclusive, TDP1 inh 7.1% and TDP1 cell CPT 20.6µM*.
`COCC(C)NC(=O)c1cc(-c2ccccc2OC)on1` (stereo not given) gave TDP1 cell noCPT 0.0%, TDP1 inh 5.9% and TDP1 cell CPT -5.0%.
COc1ccc(Cl)cc1S(=O)(=O)N1CCCC(C(=O)N2CCOCC2)C1 (stereo not given) was read as TDP1 cell noCPT 0.1%, TDP1 inh -0.3% and TDP1 cell CPT 13.9%.
Screening CCOC(=O)CSC1=C(C#N)C(c2ccc(Cl)cc2)CC(=O)N1 (stereo not given) returned TDP1 cell noCPT inconclusive, TDP1 inh -1.0% and TDP1 cell CPT inconclusive.
Screening Oc1c(Br)cc(CNC2CCCCC2)cc1Br returned TDP1 cell noCPT -24.8% and TDP1 cell CPT -11.4%.
Screening COc1ccc(-n2cc(C#N)c(=O)[nH]c2=O)cc1 returned TDP1 cell noCPT 1.7%, TDP1 inh -5.5% and TDP1 cell CPT 7.2%.
Screening O=C(CSc1nc(O)c(C2CCCCC2)c(=O)[nH]1)Nc1ccc(Cl)cc1 returned TDP1 cell noCPT 2.8%, TDP1 inh 3.1% and TDP1 cell CPT 7.5%.
`Cc1ccnc(NC(=O)CNC(=O)c2ccc3ccccc3c2)c1` gave TDP1 cell noCPT 3.8% and TDP1 cell CPT 5.5%.
COc1ccc(O)c(-c2cn[nH]c2-c2cccs2)c1 was read as TDP1 cell noCPT inconclusive, TDP1 inh 4.4% and TDP1 cell CPT -16.4%.
Screening Cc1ccc(Nc2c(O)nc[nH]c2=O)cc1C returned TDP1 cell noCPT -1.3% and TDP1 cell CPT 8.8%.
`CCOC(=O)c1ccc(NC(=O)C(CC)Sc2nncn3c2cc2oc(C)cc23)cc1` (stereo not given) gave TDP1 cell noCPT inconclusive, TDP1 inh 5.1% and TDP1 cell CPT inconclusive.
Screening O=C(Nc1ccc2c(c1)OCCO2)C1CCCN(S(=O)(=O)c2cccnc2)C1 (stereo not given) returned TDP1 cell noCPT inconclusive, TDP1 inh 3.3% and TDP1 cell CPT inconclusive.

Molecules shown so far that have an aryl thioether with sulfur outside any ring, in the order listed:
For CCNc1nnc(SCC(=O)NC2CCCCCC2)s1 the results were TDP1 cell noCPT -7.4%, TDP1 inh 6.9% and TDP1 cell CPT -23.7%.
Screening COc1cccc(CNCCSc2nnnn2C)c1OCc1ccc(Cl)cc1 returned TDP1 cell noCPT inconclusive, TDP1 inh 7.1% and TDP1 cell CPT 20.6µM*.
Screening O=C(CSc1nc(O)c(C2CCCCC2)c(=O)[nH]1)Nc1ccc(Cl)cc1 returned TDP1 cell noCPT 2.8%, TDP1 inh 3.1% and TDP1 cell CPT 7.5%.
`CCOC(=O)c1ccc(NC(=O)C(CC)Sc2nncn3c2cc2oc(C)cc23)cc1` (stereo not given) gave TDP1 cell noCPT inconclusive, TDP1 inh 5.1% and TDP1 cell CPT inconclusive.

(next part)
For Cc1ccc(C(=O)NCCC(=O)N2CCC3(CC2)NCCc2[nH]cnc23)cc1C the results were TDP1 cell noCPT 10.3%, TDP1 inh 1.4% and TDP1 cell CPT -3.8%.
Screening O=C(CC1c2ccccc2C=C(c2ccsc2)N1c1ccc(-c2cccnc2)cc1)C1CC1 (stereo not given) returned TDP1 cell noCPT 18.4µM* and TDP1 cell CPT inconclusive.
Screening Cc1ccc(S(=O)(=O)N2CC3(O)CN(C(=O)OC(C)C)N(C(=O)OC(C)C)CC3(OC(=O)Nc3c(C)noc3C)C2)cc1 (stereo not given) returned TDP1 cell noCPT inconclusive and TDP1 cell CPT inconclusive.
For Cc1cc(C)nc(SCC(=O)N2CCOCC2)n1 the results were TDP1 cell noCPT -4.7%, TDP1 inh 3.0% and TDP1 cell CPT 10.7%.
COc1cccc(Cn2cnc3c([N+](=O)[O-])c(C)c(C)cc32)c1 was read as TDP1 cell noCPT inconclusive, TDP1 inh 0.0% and TDP1 cell CPT -13.0%.
For COc1ccccc1OCCSc1nc2ccccc2n1CC(=O)N1CCOCC1 the results were TDP1 cell noCPT inconclusive, TDP1 inh 5.7% and TDP1 cell CPT -15.3%.
`CCC(C)(C)NC(=O)C(c1cccc(OC)c1OC)N(C(=O)CCC(=O)Nc1cc(C)on1)C(C)C` (stereo not given) gave TDP1 cell noCPT -14.7%, TDP1 inh 8.1% and TDP1 cell CPT -0.3%.
`C[C@H](O)[C@@H]1CN2CCc3c([nH]c4ccc(-c5ccc6c(c5)OCO6)cc34)[C@@H]2C[C@@H]1N(C)C(=O)NC1CCCCC1` gave TDP1 cell noCPT inconclusive and TDP1 cell CPT -4.7%.
`COC(=O)C1=C[C@@H](C(=O)OC)C2C3=C(C(=O)C24CCCCC4)[C@H](C)n2c(=O)n(C)c(=O)n2[C@@H]3C1` (stereo not given in full) gave TDP1 cell noCPT 2.8%, TDP1 inh 14.4% and TDP1 cell CPT -20.1%.
COc1ccc2nc(SCC(=O)c3ccco3)[nH]c2c1 was read as TDP1 cell noCPT -8.5%, TDP1 inh 5.4% and TDP1 cell CPT 0.5%.
`CCN1C(=O)[C@H]2[C@@H](c3ccc(-c4ccc(C(C)=O)cc4)c(OC)c3)N[C@@](Cc3ccccc3)(C(=O)OC)[C@H]2C1=O` gave TDP1 cell noCPT inconclusive, TDP1 inh 2.8% and TDP1 cell CPT inconclusive.
Screening C/C(=N/NC(=O)c1sc(=S)n(C)c1C)c1ccccc1 returned TDP1 cell noCPT -14.7%, TDP1 inh 2.7% and TDP1 cell CPT inconclusive.
O=C(CCN1CCN(c2ccccc2)CC1)NNC(=S)Nc1ccccc1 was read as TDP1 cell noCPT 2.4%, TDP1 inh 2.5% and TDP1 cell CPT 0.7%.
C(=N\Nc1ccc2nncn2n1)/c1ccco1 was read as TDP1 cell noCPT 2.8%, TDP1 inh 1.9% and TDP1 cell CPT 10.2%.
For CC(C)C[C@@H](CN1CCC[C@@H]1CN1C(=S)NC[C@@H]1Cc1ccccc1)N1C[C@H](Cc2ccc(O)cc2)N(CC2CCCCCC2)C1=S the results were TDP1 cell noCPT 18.4µM* and TDP1 cell CPT 13µM*.
Screening O=C(CSc1nnc(SCc2ccc(Cl)cc2)s1)N1CCN(C(=O)c2ccco2)CC1 returned TDP1 cell noCPT -17.7%, TDP1 inh 1.1% and TDP1 cell CPT inconclusive.
Screening CC1C(O)=C(c2nc3ccccc3[nH]2)C(=N)N1c1ccccc1 (stereo not given) returned TDP1 cell noCPT 20.6µM*, TDP1 inh 9.1% and TDP1 cell CPT inconclusive.
Screening Cc1ccccc1-c1ccc(CN2C(C)C(=O)N(Cc3cn(Cc4ccco4)nn3)CCS2(=O)=O)cc1 (stereo not given) returned TDP1 cell noCPT inconclusive and TDP1 cell CPT inconclusive.
O=C1C(C=NCCCN2CCOCC2)=C(O)c2ccccc21 was read as TDP1 cell noCPT -0.2%, TDP1 inh 5.3% and TDP1 cell CPT 2.8%.
Screening C#CCNC(=O)C1=C[C@H](c2ccc3c(c2)OCO3)C[C@H](OCCCCO)O1 returned TDP1 cell noCPT -16.3% and TDP1 cell CPT -26.8%.
For CCN(CC)CCNC(=O)c1cccc(NC(=O)C(=O)c2ccccc2NC(C)=O)c1 the results were TDP1 cell noCPT 24.3%, TDP1 inh 2.9% and TDP1 cell CPT 9.9%.
Screening C[C@H]1Cn2cnc(C(=O)NCC(=O)OC(C)(C)C)c2C(=O)N1 returned TDP1 cell noCPT -27.2% and TDP1 cell CPT -0.1%.
Screening O=C(Nc1ccc2c(c1)OCO2)c1cc(C2CCCCN2C(=O)c2ccc(Cl)cc2)on1 (stereo not given) returned TDP1 cell noCPT 20.6µM* and TDP1 cell CPT 20.6µM*.
`CC(C)NC(=O)/C(C#N)=C/c1cccc(NC(=O)c2ccccc2Cl)c1` gave TDP1 cell noCPT 14.6µM*, TDP1 inh 2.8% and TDP1 cell CPT inconclusive.
Cc1cccn2c(=O)c3cc(C(=O)NC(C)c4ccccc4)c(=N)n(CCOCCO)c3nc12 (stereo not given) was read as TDP1 cell noCPT 25.9µM* and TDP1 cell CPT 23.1µM*.
Cc1sc(NC(=O)c2cccs2)c(C(=O)OC(C)C)c1C was read as TDP1 cell noCPT inconclusive and TDP1 cell CPT -19.2%.
For CCNS(=O)(=O)c1ccc(CCC(=O)N2CCCC2)cc1 the results were TDP1 cell noCPT 2.6% and TDP1 cell CPT 1.5%.
COc1ccccc1NC(=O)CSc1nnc(NC(=O)NC2CCCCC2)s1 was read as TDP1 cell noCPT inconclusive, TDP1 inh 0.0% and TDP1 cell CPT inconclusive.
CCOc1ccccc1CNC(=O)c1cc2c(=O)n(Cc3ccccc3)ccc2nc1C was read as TDP1 cell noCPT 16.4µM*, TDP1 inh 8.4% and TDP1 cell CPT 18.4µM*.
CCN1CCN(c2nc(Nc3cccc(OC)c3)nc(N)c2[N+](=O)[O-])CC1 was read as TDP1 cell noCPT 9.2µM* and TDP1 cell CPT 13µM*.
Screening CCN(CC(=O)Nc1ccc2c(c1)OCCO2)C(=O)c1cc(Cl)nc2ccccc12 returned TDP1 cell noCPT -34.1%, TDP1 inh 2.0% and TDP1 cell CPT -4.6%.
Screening O=NN(CCCl)C(=O)NCCc1cccc[n+]1[O-] returned TDP1 cell noCPT -3.6% and TDP1 cell CPT -1.1%.

Screening results: PubChem, National Center for Advancing Translational Sciences (NCATS)
